Bioassay records deposited in PubChem by National Center for Advancing Translational Sciences (NCATS).
Rab9 prom act: qHTS Assay for Rab9 Promoter Activators; Huh7 Rab9 promoter-luciferase reporter, luminescence, 24 h; Potency, µM (highest dose often 9.22 µM), inactives show at the highest dose activation, negative = inhibition, most hits filed as activators; hit rate 2.8% among 320,000; also: potency is read from the fitted curve at half-maximal effect; % of control where 0% means no effect; nearly all actives have a fitted effect of over 60% in size
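Luminescence read-out: Huh7 cells stably expressing Rab9-luciferase, treated 24 h with compound at 37 °C, then lysed with luciferase reagent for 10 min at ambient before reading.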
ELG1 DNA repair: qHTS screen for small molecules that inhibit ELG1-dependent DNA repair in human embryonic kidney (HEK293T) cells expressing luciferase-tagged ELG1 | hit rate 2.3% among 330,000 | HEK293T ELG1-luciferase reporter, luminescence, 16 h; DNA damage induced by 5-fluorouridine | AID 504467, 2011 | Potency, µM (top dose mostly 46.1 µM), without a hit: top-dose activity change, negative = inhibition, usual class: inhibitors; also: potency is read from the fitted curve at half-maximal effect; % is scaled to controls: 0 for no effect and ±100 for the full control effect; nearly all actives have a fitted effect of over 55% in size
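DMSO vehicle served as the neutral condition. Each well held 2,000 cells given 5-fluorouridine plus compound; after 16 hr at 37 °C/5% CO2, ONE-Glo was added and luciferase measured 30 min later.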
RORgamma inh: qHTS for inhibitors of ROR gamma transcriptional activity; Drosophila S2 Gal4-RORgamma UAS-luciferase reporter, 20 h; Potency, µM (doses to about 53.6 µM), inactives show top-dose activity change, negative = inhibition, hits mostly inhibitors; hit rate 5.4% among 310,000; AID 2551, 2010; also: potency is read from the fitted curve at half-maximal effect; % is scaled to controls: 0 for no effect and ±100 for the full control effect; nearly all actives have a fitted effect of over 60% in size
Target sequence (P51450 whole entry, looked up, the tested form may be a part): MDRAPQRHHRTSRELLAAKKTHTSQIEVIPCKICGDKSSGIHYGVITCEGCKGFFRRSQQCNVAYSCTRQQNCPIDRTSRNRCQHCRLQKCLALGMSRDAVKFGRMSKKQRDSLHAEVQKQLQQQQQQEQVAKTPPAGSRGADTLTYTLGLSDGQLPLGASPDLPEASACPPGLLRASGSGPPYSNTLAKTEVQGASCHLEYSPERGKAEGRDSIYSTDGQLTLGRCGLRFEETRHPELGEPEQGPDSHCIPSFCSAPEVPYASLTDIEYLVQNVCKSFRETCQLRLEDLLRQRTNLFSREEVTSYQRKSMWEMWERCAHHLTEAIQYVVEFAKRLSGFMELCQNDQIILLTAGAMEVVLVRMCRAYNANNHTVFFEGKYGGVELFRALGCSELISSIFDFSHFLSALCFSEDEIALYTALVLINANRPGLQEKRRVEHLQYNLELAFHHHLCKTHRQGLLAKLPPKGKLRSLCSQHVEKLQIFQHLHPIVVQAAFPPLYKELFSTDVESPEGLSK
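Read-out: Photinus luciferase luminescence; inhibitors lower reporter signal. Insect Schneider cells with Gal4-ROR gamma fusion under metallothionein promoter, UAS reporter; 700 uM final copper sulfate induction, 20 hr, ambient temperature.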
BRCA1 expr up: qHTS Assay to Identify Small Molecule Activators of BRCA1 Expression | MCF7-BRCA1-FFLuc reporter, luminescence, 48 h; response scale: scaled: vehicle 0%, 10 µM genistein 100% | Potency, µM (top dose mostly 46.1 µM), for the others: at the highest dose activation, actives largely listed as activators | hit rate 1.1% among 380,000; also: potency is read from the fitted curve at half-maximal effect; nearly all actives have a fitted effect of over 80% in size; some results filed as inactive show a strong effect at the top dose
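MCF7-BRCA1-FFLuc, 2000 cells/well; 2 h attach, 37 °C/5% CO2; compound 48 h; luciferase substrate 15 min; luminescence end-point. Norm. to genistein 10 microM max activation and DMSO; concentration-response curves fitted.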
VP16 counter: VP16 counterscreen qHTS for inhibitors of ROR gamma transcriptional activity | Drosophila S2 Gal4-VP16 UAS-luciferase, luminescence, 20 h | Potency, µM (highest dose often 53.6 µM), for the others: top-dose activity, negative = inhibition, actives largely listed as inhibitors | hit rate 3.5% among 310,000;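 also: Gal4-VP16 expression switched on by copper sulfate through the metallothionein promoter; potency is read from the fitted curve at half-maximal effect; % is scaled to controls: 0 for no effect and ±100 for the full control effect; nearly all actives have a fitted effect of over 50% in size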
NPC1 prom act: qHTS Assay for NPC1 Promoter Activators | Huh7 NPC1 promoter luciferase reporter, 24 h | Potency, µM (top dose mostly 9.22 µM), for the others: at the highest dose activation, hits mostly activators | hit rate 2.4% among 320,000 | AID 485313, 2010;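 also: potency is read from the fitted curve at half-maximal effect; % of control where 0% means no effect; nearly all actives have a fitted effect of over 60% in size; reporter is driven by a mutant NPC1 promoter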
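Cells: Huh7 expressing luciferase under the NPC1 promoter, 1500/well. Seeded 2 h, compound added, incubated 24 h at 37 °C. Luciferase reagent, 10 min ambient, then luminescence.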
TRPV1 agonist: HTS Assay for Compounds that Act as Agonists of the Vanilloid Receptor 1; TRPV1-expressing cells, Fluo-8 calcium influx, agonist mode; AID 540275, 2011; hit rate 0.19% among 320,000; activation, % at 8.33 µM; Transient receptor potential cation channel subfamily V member 1 (Homo sapiens), Q8NER1; in the data active = activation above about 80%; inconclusive = between about 30% and that limit; also: 0% is about no effect
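TRPV1-expressing cells were cultured overnight at 35.5C and loaded with Fluo-8 calcium dye for 40 to 90 min at room temperature. After a 10 s baseline, compound was added and calcium influx was read kinetically for 3 min (ex 480/em 520 nm).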
FLuc modulator: qHTS profiling assay for firefly luciferase inhibitor/activator using purifed enzyme and Km concentrations of substrates (counterscreen for miR-21 project). Luciferin 4-monooxygenase (Photinus pyralis), P08659. AID 588342, 2011. Potency, µM (highest dose often 57.5 µM), inactives show at the highest dose activity change, negative = inhibition, usual class: inhibitors. purified FLuc, Km substrates, luminescence inhibition. hit rate 6.9% among 360,000;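 also: potency is read from the fitted curve at half-maximal effect; plate controls were vehicle for no effect and reference inhibitor for full effect; nearly all actives have a fitted effect of over 55% in size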
Target sequence (P08659 whole entry, looked up): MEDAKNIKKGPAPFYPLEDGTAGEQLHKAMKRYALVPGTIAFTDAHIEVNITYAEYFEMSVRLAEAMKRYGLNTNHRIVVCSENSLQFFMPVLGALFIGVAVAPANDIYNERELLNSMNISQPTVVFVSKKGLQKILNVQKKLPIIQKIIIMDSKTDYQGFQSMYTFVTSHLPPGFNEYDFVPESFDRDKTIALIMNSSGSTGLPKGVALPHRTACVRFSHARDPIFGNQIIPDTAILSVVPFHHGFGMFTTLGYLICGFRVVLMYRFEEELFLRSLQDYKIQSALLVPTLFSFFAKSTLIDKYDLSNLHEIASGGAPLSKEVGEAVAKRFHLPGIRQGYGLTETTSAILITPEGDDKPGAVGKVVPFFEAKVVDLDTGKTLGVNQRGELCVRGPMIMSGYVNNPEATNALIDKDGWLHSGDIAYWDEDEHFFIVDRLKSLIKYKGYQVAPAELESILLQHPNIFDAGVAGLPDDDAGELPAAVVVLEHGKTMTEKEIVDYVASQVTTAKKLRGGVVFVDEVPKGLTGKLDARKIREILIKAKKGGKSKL
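Purified P. pyralis luciferase, 10 nM final, with Km-level 10 uM D-luciferin and 10 uM ATP in 50 mM Tris acetate pH 7.5, 10 mM Mg acetate, 0.01% Tween-20, 0.05% BSA; 6-point qHTS titration about 60 µM downward; luminescence read.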
ELG1 genotox: qHTS screen for small molecules that induce genotoxicity in human embryonic kidney (HEK293T) cells expressing luciferase-tagged ELG1; AID 504466, 2011; Potency, µM (top dose mostly 46 µM), for inactives: at the top dose activity change, positive = activation, hits mostly activators; hit rate 1.3% among 330,000; HEK293T ELG1-luciferase reporter, luminescence, 16 h; also: potency is read from the fitted curve at half-maximal effect; % of control where 0% means no effect; nearly all actives have a fitted effect of over 60% in size
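After overnight (16 hr) compound treatment at 37 °C, ELG1-luciferase HEK293T cells were lysed with ONE-Glo; luminescence quantified 30 min later at room temperature.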
p53 reactivation: qHTS assay for re-activators of p53 using a Luc reporter. Potency, µM (series often up to 92.2 µM), without a hit: top-dose activity change, positive = activation, most hits filed as activators. AID 504706, 2011. hit rate 0.063% among 320,000. H1299 p53-A138V BP100-luciferase reporter, luminescence, 24 h; also: potency is read from the fitted curve at half-maximal effect; % of control where 0% means no effect; nearly all actives have a fitted effect of over 45% in size
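H1299 (p53-null), stable ts p53-A138V + BP100-Luc; 1000 cells/well, Opti-MEM/10% FBS; cpd 4 pt, 1:5; 24 h, 37 deg C, 5% CO2; detection reagent 10 min RT; luminescence.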
Tb PFK block: qHTS Assay to Find Inhibitors of T. brucei phosphofructokinase; ATP-dependent 6-phosphofructokinase (Trypanosoma brucei brucei), O15648; T. brucei PFK, ADP-Glo luminescence; Potency, µM (titrated, usually from 57.5 µM), for the others: at the highest dose activity, negative = inhibition, most hits filed as inhibitors; hit rate 0.17% among 330,000;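 also: potency is read from the fitted curve at half-maximal effect; 0% = uninhibited 1x PFK enzyme wells and -100% = no-enzyme wells; nearly all actives have a fitted effect of over 60% in size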
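Compounds were pin-transferred as a titration series up to 57 uM into substrate buffer (0.5 mM F6P, 0.1 mM ATP, pH 8.0), then 1.25 nM PFK was added and reactions ran 45 min before ADP-Glo detection.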
An asterisk follows results filed as active; ? = inconclusive; · = not tested or not shown; & = joins results of further samples. Unless noted, calls follow the shape of the dose curve; as a rule, active = well fitted curve in the direction sought with a large enough effect; inconclusive = small, poorly fitted or top-dose-only effect, or another doubt; inactive = no such curve, though single readings can be large; an effect the other way counts as inactive or inconclusive. The order is random; any-hit rate near 15%.

SMILES	Rab9 prom act	ELG1 DNA repair	RORgamma inh	BRCA1 expr up	VP16 counter	NPC1 prom act	TRPV1 agonist	FLuc modulator	ELG1 genotox	p53 reactivation	Tb PFK block
Cc1cnc(NC(=O)c2cccc(S(=O)(=O)N3CCOCC3)c2)s1	0%	-27%	·	8%	·	0%	?	-6%	1%	14%	1%
CC(C)c1ccccc1NC(=O)CNCCOc1ccccc1F	-1%	-13%	5%	-8%	-5%	-6%	?	1%	0%	-1%	-1%
COc1ccc(S(=O)(=O)Nc2cc3c4c(c2)CCC(=O)N4CCC3)cc1	-4%	?	·	-13%	·	-9%	-3	8%	3%	-8%	2%
COc1cccc(C(=O)OCC(=O)Nc2cc(C)c(C)cc2[N+](=O)[O-])c1	-2%	-4%	15%	0%	-4%	-1%	3	0%	3%	2%	2%
O=C(Nc1ccc(N=Nc2ccccc2)cc1)c1cccc(Cl)c1	0%	29%	-32%	46%	?	5%	-2	-1%	10%	-1%	0%
COc1ccc(/C=N/NC(=O)COc2cccc3cccnc23)cc1OC	-8%	-13%	2%	-12%	-8%	-5%	-1	?	-3%	-6%	-21%
N=c1n(CCN2CCCCC2)c2ccccc2n1CC(O)c1cccc(Br)c1 (configuration not stated)	-5%	-8%	1%	-68%	-8%	-1%	4	0%	-7%	2%	0%
Cc1ncc([N+](=O)[O-])n1CC(=O)NC1CCCCCC1	-5%	-4%	-2%	-8%	-5%	-7%	0	-10%	-1%	-3%	-3%
NC(=O)c1ccc(NC(=O)Cc2csc(-c3ccccc3)n2)cc1	-9%	16%	10%	0%	-3%	-5%	16	-2%	11%	9%	-2%
CCCOc1ccc(N2C(=O)CC(N(Cc3ccccc3)N=O)C2=O)cc1 (configuration not stated)	-1%	12%	18%	-12%	?	0%	?	6%	-2%	3%	4%
COc1ccc(-c2cc(=O)oc3cc(OC(C)C(=O)O)ccc23)cc1 (configuration not stated)	-17%	1%	3%	2%	8%	-1%	-3	?	1%	-7%	-5%
O=C(CCc1ccccc1)NC(=S)Nc1cccc(C(=O)O)c1	3.2µM*	?	-33%	30%	-20%	1.4µM*	1	4.8µM*	?	2%	3%
CC(C)COC(=O)n1ccc(C(=O)N2CCCCC2)n1	2%	8%	-12%	27%	-10%	1%	5	2%	-1%	13%	2%
CCn1c(Cn2nnc(-c3ccccc3)n2)nnc1SCC(=O)Nc1ccc(N(C)C)cc1	-8%	-7%	-12%	-2%	-24%	-1%	-1	3%	-1%	-6%	3%
Cc1nn(C)c(C)c1S(=O)(=O)N(CC(=O)NCc1ccco1)c1ccc(C(C)C)cc1	-4%	-3%	-4%	·	-2%	-4%	0	2%	-1%	-5%	0%
O=C(CN1CCN(S(=O)(=O)c2ccc(Br)cc2)CC1)Nc1ccc(F)cc1	-3%	-19%	?	-35%	5%	-1%	0	9%	-10%	-5%	-4%
COc1ccc(/C=C/c2ccc(=O)n(Cc3ccccc3)n2)cc1	0%	?	30%	5%	0%	3%	?	-20%	-2%	-2%	-4%
CCOC(=O)c1sc2ccccc2c1OC(=O)c1ccc(C)cc1	-4%	?	?	-52%	1%	1%	0	2%	-12%	15%	1%
OCCNc1nc(Cl)nc(NCc2ccco2)n1	-1%	-9%	14%	2%	4%	-4%	2	-2%	12%	-1%	4%
CCN(CC(=O)Nc1ccc(OC)cc1)C(=O)c1ccc2c(=O)n3c(nc2c1)CCC3	-2%	5%	·	3%	·	1%	1	0%	-1%	2%	2%
CCN(CC(=O)Nc1ccc2c(c1)OCCO2)C(=O)/C=C/c1cccc(Br)c1	17%	?	·	74%	·	14%	?	15µM*	?	0%	-1%
NNC(=O)c1cc(NS(=O)(=O)c2cccs2)cc(NS(=O)(=O)c2cccs2)c1	·	13%	·	6%	·	·	·	·	0%	8%	?
CO/N=C(/CNC(=O)c1cccc(Cl)c1)c1ccc(Cl)cc1	2%	1%	3%	-42%	4%	2%	?	4%	-1%	4%	-6%
COc1cccc(Nc2nc(C)nc3c2oc2ccccc23)c1	-2%	-7%	8%	-23%	-6%	-7%	80*	?	-10%	-2%	0%
COc1ccccc1Cn1[nH]nnc1=S	-2%	-6%	?	0%	-13%	-1%	1	-15%	-1%	-4%	7%

At a glance, five of the compounds above:
SMILES	Rab9 prom act	ELG1 DNA repair	RORgamma inh	BRCA1 expr up	VP16 counter	NPC1 prom act	TRPV1 agonist	FLuc modulator	ELG1 genotox	p53 reactivation	Tb PFK block
Cc1cnc(NC(=O)c2cccc(S(=O)(=O)N3CCOCC3)c2)s1	0%	-27%	·	8%	·	0%	?	-6%	1%	14%	1%
CC(C)c1ccccc1NC(=O)CNCCOc1ccccc1F	-1%	-13%	5%	-8%	-5%	-6%	?	1%	0%	-1%	-1%
COc1ccc(S(=O)(=O)Nc2cc3c4c(c2)CCC(=O)N4CCC3)cc1	-4%	?	·	-13%	·	-9%	-3	8%	3%	-8%	2%
COc1cccc(C(=O)OCC(=O)Nc2cc(C)c(C)cc2[N+](=O)[O-])c1	-2%	-4%	15%	0%	-4%	-1%	3	0%	3%	2%	2%
O=C(Nc1ccc(N=Nc2ccccc2)cc1)c1cccc(Cl)c1	0%	29%	-32%	46%	?	5%	-2	-1%	10%	-1%	0%

More entries:
SMILES	Rab9 prom act	ELG1 DNA repair	RORgamma inh	BRCA1 expr up	VP16 counter	NPC1 prom act	TRPV1 agonist	FLuc modulator	ELG1 genotox	p53 reactivation	Tb PFK block
CCOc1ccc(-n2c(SCC(=O)Nc3cc(C)on3)nc3c([nH]c4ccccc43)c2=O)cc1	-1%	?	?	0%&-9%	6%	5%	13	0%&1%	-8%	24%	-13%
Cc1onc(C(=O)Nc2sc3c(c2C#N)CCCC3)c1[N+](=O)[O-]	?	-3%	-1%	-35%	-10%	3%	-9	13µM*	7%	?	2%
O=C(COC(=O)COc1ccc(Cl)cc1)NC1CC1	6%	18%	·	-6%	·	-3%	-3	·	2%	-5%	0%
Cc1ccc(S(=O)(=O)N2CCCCC2)cc1NC(=O)c1nn(C)c(=O)c2ccccc12	-4%	1%	·	-16%	·	-5%	-2	0%	-3%	-2%	1%
CCCCC(=O)N1CCCC(c2nc(-c3cccc(OC)c3)no2)C1 (configuration not stated)	?	?	1%	?	-6%	?	8	17µM*	14%	5%	0%
COc1cc(NS(=O)(=O)c2ccc(NC(=O)C34CC5CC(CC(C5)C3)C4)cc2)ncn1	-6%	0%	6%	-7%	1%	0%	2	-2%	?	2%	3%
NS(=O)(=O)c1ccc(NS(=O)(=O)c2ccc3c(c2)OCCO3)cc1	6%	-2%	-2%	21%	0%	-4%	1	-1%	-7%	3%	0%
COc1ccc(CNC(=O)C23CN(Cc4ccccc4)CC2C(c2ccc([N+](=O)[O-])cc2)=NO3)cc1 (configuration not stated)	-3%	?	10%	-4%	-2%	-2%	6	0%	-4%	-6%	-2%
O=C(CCc1nc2ccccc2[nH]c1=O)OCC(=O)c1cccc2ccccc12	-2%	?	?	·	-5%	2%	-3	-3%	-7%	0%	-2%
COc1ccc(CN(C(=O)c2ccc(C)cc2)c2cccc(N)c2)cc1	1%	-4%	·	-15%	·	-4%	?	-7%	-3%	-3%	0%
Cc1cc(C(=O)NCc2ccc3c(c2)OCO3)n(-c2ccccc2)n1	1%	2%	23%	-16%	3%	1%	·	0%	0%	3%	-6%
CNc1nc(-c2ccc(Cl)cc2)cs1	2.8µM*	?	1%	?	6%	2.8µM*	10	6.7µM*	?	11%	3%
COc1ccc2c(c1)c(=O)oc1cc(OCC(=O)N3CCC(C)CC3)ccc12	-7%	-21%	-25%	0%	-23%	0%	?	?	1%	1%	?
